HCV core dimer: inhibitors of HCV core protein dimerization, primary screen, biochemical, TR-FRET, high-throughput; TR-FRET GST/Flag-core106 dimerization, 1536-well; inhibition, % at 5 µM; 0.33% of 300,000 active; AID 1899, 2009;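 active means inhibition above the mean of all tested compounds plus 3 SD, set per screening campaign, cut at about 45% in these data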
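System – GST-tagged and Flag-tagged HCV core protein residues 1-106 · Repeats – one well for each compound · Technique – TR-FRET 671 and 617 nm emission · Doses – one concentration, 5 µM, in 0.5% DMSO · Times – 4 h, 22.5 °C incubation · Also added – Eu donor and XL665 acceptor anti-tag antibodies · Measure – percent inhibition of core106 dimerization signal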
PP5 primary: PP5 phosphatase inhibitors, primary screen, biochemical, fluorescence; Serine/threonine-protein phosphatase 5 (Homo sapiens), P53041; purified PP5c, OMFP substrate fluorescence; inhibition, % at 6.7 µM; 0.18% of 320,000 active;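 active means inhibition above the campaign's mean inhibition across all tested compounds plus 3 SD, cut at about 9.5% in these data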;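 further: 0% = DMSO only and 100% = 100 µM cantharidin control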
Target sequence (P53041 whole entry, looked up): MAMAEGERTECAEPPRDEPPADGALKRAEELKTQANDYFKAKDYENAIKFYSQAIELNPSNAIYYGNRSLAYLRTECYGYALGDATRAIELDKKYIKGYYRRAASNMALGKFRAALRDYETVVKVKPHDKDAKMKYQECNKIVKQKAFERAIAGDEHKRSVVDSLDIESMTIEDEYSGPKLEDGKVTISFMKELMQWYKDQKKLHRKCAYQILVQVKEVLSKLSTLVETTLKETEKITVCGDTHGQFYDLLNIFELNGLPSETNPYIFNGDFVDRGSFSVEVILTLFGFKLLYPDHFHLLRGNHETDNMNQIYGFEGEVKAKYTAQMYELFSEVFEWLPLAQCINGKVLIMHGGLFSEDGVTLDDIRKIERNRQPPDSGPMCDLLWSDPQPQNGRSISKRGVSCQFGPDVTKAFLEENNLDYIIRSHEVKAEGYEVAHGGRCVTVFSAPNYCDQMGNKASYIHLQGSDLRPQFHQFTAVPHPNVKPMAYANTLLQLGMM
proCasp7 act: procaspase-7 activators, primary screen, counter-screen for procaspase-3 activator project, biochemical, absorbance, HTS, human; Caspase-7 (Homo sapiens), P55210; recombinant procaspase-7, Ac-DEVD-pNA absorbance 405 nm; D23A/D198A/D206A triple mutant, cannot self-cleave; scale: DMSO 0, 5 µM enzyme 100; activation, % at 8.5 µM; 0.093% of 330,000 active; AID 463210, 2010;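 active means percent activation above the screen-wide mean plus 3 SD, cut at about 25% in these data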
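System: Procaspase-7 triple mutant (PC-7 D3A); measure: % activation from two-timepoint absorbance difference, scaled to controls; times: 1 h compound preincubation, 2 h substrate cleavage, 25 °C; also added: Ac-DEVD-pNA substrate, 400 µM as added; measured by: Epi-absorbance of released pNA at 405 nm, two timepoints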
CTSL1 counter: Fasciola hepatica cathepsin L1 inhibitors, primary screen, counter-screen for PFM18AAP inhibitor project, biochemical, QFRET, fluorogenic peptide substrate | recombinant F. hepatica cathepsin L1, Z-Leu-Arg-MCA fluorescence | inhibition, % at 5.96 µM | 0.49% of 300,000 active | AID 1906, 2009;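 active means inhibition above the mean of all tested compounds plus 3 SD, set per screening campaign, cut at about 17% in these data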;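 further: 0% = plate median of test compound wells and 100% = 1 µM Z-Phe-Ala-diazomethylketone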
TPT1 inh: Candida albicans TPT1 enzyme inhibitors, primary screen, biochemical, fluorescence polarization | 0.81% of 300,000 active | AID 1962, 2009 | tRNA 2'-phosphotransferase TPT1 (Candida albicans SC5314) | inhibition, % at 5 µM | recombinant caTPT1, FP RNA substrate dephosphorylation;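 active means inhibition above the mean of all tested compounds plus 3 SD, set per screening campaign, cut at about 24% in these data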;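 further: plate controls were DMSO alone for no effect and ferristatin control at 100 nM for full effect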
PAFAH2 inh: PAFAH2 enzyme inhibitors, primary screen, biochemical, fluorescence polarization, human; Platelet-activating factor acetylhydrolase 2, cytoplasmic (Homo sapiens), Q99487; recombinant PAFAH2, FP-rhodamine activity probe; inhibition, % at 3.39 µM; 0.99% of 340,000 active;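 active means inhibition above the mean over all tested compounds plus 3 SD, cut at about 30% in these data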;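 further: inhibitors block probe labeling of enzyme so polarization drops; 0% = enzyme with DMSO and 100% = wells lacking PAFAH2 protein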
proCasp3 act: activators of human procaspase-3 D3A mutant, primary screen, biochemical, absorbance, PC-3 D3A mutant, single concentration; activation, % at 8.5 µM; 0.11% of 330,000 active; Caspase-3 (Homo sapiens), P42574; AID 463141, 2010; recombinant procaspase-3 D3A, Ac-DEVD-pNA absorbance 405 nm;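 active means activation above the mean of all tested compounds plus 3 SD, cut at about 21% in these data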;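 further: 0% = DMSO alone and 100% = DMSO wells spiked with extra 5 µM PC-3 D3A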
Target sequence (P42574 whole entry D9A/D28A/D175A): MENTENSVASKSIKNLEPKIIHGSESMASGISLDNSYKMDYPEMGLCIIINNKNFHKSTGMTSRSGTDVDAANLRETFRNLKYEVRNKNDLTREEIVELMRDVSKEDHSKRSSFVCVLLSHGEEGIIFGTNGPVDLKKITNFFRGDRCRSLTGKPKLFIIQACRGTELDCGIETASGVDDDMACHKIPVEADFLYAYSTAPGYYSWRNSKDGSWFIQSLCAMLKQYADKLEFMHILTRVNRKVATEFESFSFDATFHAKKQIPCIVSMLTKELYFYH
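Test system: Procaspase-3 D3A mutant, all three cleavage aspartates alanine | Dosing: Single dose, 8.5 µM nominal compound, 0.8% DMSO | Schedule: 1 h preincubation, 2 h reaction | Technique: 405 nm absorbance of p-nitroaniline, reads at 0 and 120 min | Repeats: One well per compound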
PP1 counter: PP1-alpha phosphatase inhibitors, primary screen, counter-screen for PP5 inhibitor project, biochemical, fluorescence, OMFP substrate, single point. 0.9% of 320,000 active. AID 2235, 2010. purified PP1alpha. inhibition, % at 6.7 µM. Serine/threonine-protein phosphatase PP1-alpha catalytic subunit (Homo sapiens), P62136;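 active means inhibition above the mean inhibition of all tested compounds plus 3 SD, computed separately for each screening campaign, cut at about 15% in these data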
Target sequence (P62136 whole entry, looked up): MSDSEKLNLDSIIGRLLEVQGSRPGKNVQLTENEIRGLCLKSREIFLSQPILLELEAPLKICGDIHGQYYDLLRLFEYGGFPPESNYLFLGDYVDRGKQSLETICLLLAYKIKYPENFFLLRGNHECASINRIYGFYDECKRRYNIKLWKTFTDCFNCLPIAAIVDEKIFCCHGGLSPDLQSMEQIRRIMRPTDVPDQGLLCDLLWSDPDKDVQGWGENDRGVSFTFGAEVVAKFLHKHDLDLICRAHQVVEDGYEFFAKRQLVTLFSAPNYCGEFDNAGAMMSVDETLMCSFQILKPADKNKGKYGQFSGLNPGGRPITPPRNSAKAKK
AHR activator: AHR activators, primary screen, cell-based, luminescence, luciferase reporter, human. AID 2796, 2010. activation, % at 5 µM. 2.5% of 320,000 active. Aryl hydrocarbon receptor (Homo sapiens), P35869. AHR-responsive luciferase reporter cells; in the data active means activation above about 47%;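 further: 0% = vehicle wells and 100% = reference agonist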
* = called active by the depositor; x = no result given.

Preview:
SMILES	HCV core dimer	PP5 primary	proCasp7 act	CTSL1 counter	TPT1 inh	PAFAH2 inh	proCasp3 act	PP1 counter	AHR activator
O=C(CSc1nc(O)c(Cc2ccccc2)c(=O)[nH]1)c1ccccc1	5	-3.8	-11	3	-4	8	1	-6	-1
C/C(Cn1cnc([N+](=O)[O-])n1)=N\NC(=O)c1ccc(Br)cc1	0	4.1	-6	-7	1	3	-2	0	3
CC(C)c1ccc(N2C(=O)CC(NNC(=O)c3ccccc3Cl)C2=O)cc1 (stereo not given)	-4	0.6	9	1	4	6	-4	-5	3
Cc1noc(/C=C/N(C)C)c1S(=O)(=O)N1CCCC(C(=O)NC(C)c2ccccc2)C1 (stereo not given)	-5	-0.3	-6	3	12	1	16	-1	0
O=C(Nc1ccc(Cl)cc1)C1CCN(C(=O)NC2CCCCC2)CC1	-12	-0.1	12	4	0	-12	-1	-2	5

The whole of this part (from the top)
SMILES	HCV core dimer	PP5 primary	proCasp7 act	CTSL1 counter	TPT1 inh	PAFAH2 inh	proCasp3 act	PP1 counter	AHR activator
O=C(CSc1nc(O)c(Cc2ccccc2)c(=O)[nH]1)c1ccccc1	5	-3.8	-11	3	-4	8	1	-6	-1
C/C(Cn1cnc([N+](=O)[O-])n1)=N\NC(=O)c1ccc(Br)cc1	0	4.1	-6	-7	1	3	-2	0	3
CC(C)c1ccc(N2C(=O)CC(NNC(=O)c3ccccc3Cl)C2=O)cc1 (stereo not given)	-4	0.6	9	1	4	6	-4	-5	3
Cc1noc(/C=C/N(C)C)c1S(=O)(=O)N1CCCC(C(=O)NC(C)c2ccccc2)C1 (stereo not given)	-5	-0.3	-6	3	12	1	16	-1	0
O=C(Nc1ccc(Cl)cc1)C1CCN(C(=O)NC2CCCCC2)CC1	-12	-0.1	12	4	0	-12	-1	-2	5
CCOC(=O)CCc1c(C)c2ccc(OC3CCCCC3=O)c(C)c2oc1=O (stereo not given)	7	1.2	-2	6	-1	0	-2	1	5
CC/C(=N/Nc1ccc(Cl)cc1)c1cnnc(SC)n1	-8	2.3	-3	-2	-4	-5	-3	3	98*
CC(C)C(=O)Nc1nnc(-c2ccccc2)o1	-14	-1.7	3	-8	0	-2	0	1	-4
CCN(CC)C(=O)CSc1ncnc2c1nnn2-c1ccc(F)cc1	-3	1.0	-7	-1	-1	2	0	-4	-1
Cc1cc(C)n(S(=O)(=O)c2cc(Cl)ccc2Cl)n1	-6	-1.5	0	3	-5	3	-1	3	-3
CCc1ccc(OCC(=O)N(C)C)c(Br)c1	-3	4.3	-2	-3	-3	-13	-1	3	-2
CS(=O)(=O)c1ccc(Cl)c(NC(=O)c2cccc(Br)c2)c1	-9	-1.0	7	2	-4	-7	8	1	-1
COC(=O)c1ccc(C(=O)N2CCCC(N3CCN(c4ccc(F)cc4)CC3)C2)nc1 (stereo not given)	-2	1.4	0	-1	0	-4	-5	-1	2
O=C(COc1ccccc1)Nc1ccc(N2CCCCC2)cc1	-5	0.7	-6	0	-5	-1	6	-1	-5
CCOC(=O)N1CCN(C(=O)c2c[nH]c3ccc(S(=O)(=O)N(C)c4cccc(C)c4)cc3c2=O)CC1	-7	-0.7	-2	0	-4	6	8	-2	0
C[C@@H]1CN([C@H](C)CO)C(=O)c2cccc(NC(=O)c3ccncc3)c2O[C@@H]1CN(C)Cc1ccc(C(=O)O)cc1	x	x	-1	x	x	-3	3	x	0
C[C@]12CCC(=O)CC1CCC1C2CC[C@@]2(C)C1CC[C@@]21CCO1 (stereo not given in full)	-9	1.3	-3	3	-1	-14	1	0	0
Cn1c(=O)c2cn(Cc3ccc(Cl)cc3)cc2n(C)c1=O	-2	3.9	-1	1	2	1	1	-2	4
CN(C(=O)c1ccc2c(c1)OCO2)C1CCCCC1	-9	1.7	-7	-3	1	-1	-2	-4	8
COc1ccc(Nc2nc(C)nc3sc4c(c23)CCC4)cc1O	-10	2.8	0	5	-4	x	-5	0	13
CCOC(=O)N1CCC(=NNC(=O)c2cc3ccccc3cc2O)CC1	-2	4.1	-10	-7	14	7	-4	8	9
CC(C)(C)NS(=O)(=O)c1ccc(NC(=O)C(Sc2ccccc2)c2ccccc2)cc1 (stereo not given)	1	6.0	13	3	-1	-48	-5	0	-1
C=Cc1ccc(Cn2c(=O)n(C)c(=O)c3sccc32)cc1	4	-1.0	4	0	-2	0	4	0	9
COc1cccc(C(=O)Nc2ccccc2F)c1	-2	0.1	1	2	-1	5	-1	-2	8
O=C(CN1CCCc2ccccc21)NC(=O)NC1CCCCC1	2	2.5	-3	-1	23	3	1	-1	11
Carrying on.
SMILES	HCV core dimer	PP5 primary	proCasp7 act	CTSL1 counter	TPT1 inh	PAFAH2 inh	proCasp3 act	PP1 counter	AHR activator
COc1ccc(Cl)cc1NC(=O)COC(=O)CCc1cc(OC)c(OC)c(OC)c1	1	2.7	0	-8	1	5	2	-1	0
CC(C)=NOc1nc(N(C)C)nc(N2CCOCC2)n1	-1	3.0	3	-2	-1	x	-2	0	3
COc1ccc(CCN2CC(C(=O)NCCN3CCOC3=O)CCC2=O)cc1 (stereo not given)	0	-0.8	1	1	-1	1	1	-3	-4
COC(=O)c1ccccc1NC(=O)C1CC=CCC1C(=O)O (stereo not given)	2	2.1	8	1	0	-8	-3	-1	-1
COc1ccc(-n2c(CCc3ccccc3)nnc2SCC(=O)NCc2ccccc2)cc1	12	-0.6	-4	0	5	1	59*	4	4
Cn1cnnc1SCC(=O)NN1C(=O)NC(C)(c2ccccc2)C1=O (stereo not given)	-3	-0.2	6	-5	7	-4	-8	-5	-1
COc1cc(C(=O)NC(=S)N2CCCCCC2)cc(OC)c1OC	-1	-0.4	5	7	3	-5	7	-3	-1
Clc1ccccc1-c1nc2ccccc2[nH]1	1	-1.7	8	-2	-3	0	-5	-5	12
O=C(/C=C/c1ccco1)Nc1sc2c(c1C(=O)O)CCC2	-6	1.6	3	-3	-1	5	-3	3	11
Cc1ccc(C(=O)Nc2cccc(S(=O)(=O)N(C)c3ccccc3)c2)o1	x	1.8	12	x	x	-6	-2	-1	2
CCOc1ccc(S(=O)(=O)Nc2ccccc2C(=O)N2CCCC2)cc1	-1	0.3	-3	-3	-3	4	-6	-4	0
CCOC(=O)N1CCN(C(=O)c2cccn3c(=O)c4cc(Br)ccc4nc23)CC1	-4	0.4	8	-1	4	2	1	-5	58*
COc1ccc(/C=C/C(=O)N(c2ccccn2)C2CCCCC2)cc1OC	1	-1.5	8	5	-3	11	1	3	8
C[C@@H](NC(=O)c1nc[nH]c1C(=O)N1CCN(C(=O)OC(C)(C)C)CC1)c1ccccc1	x	4.7	5	x	x	-3	-2	0	0
Nc1nnc(SCc2ccccc2Cl)s1	-2	0.5	-11	0	-3	-5	9	-3	-1
Cc1cccc(OCC(=O)O/N=C(\N)Cc2ccc(Cl)cc2)c1	3	3.1	6	-22	-2	1	9	0	0
COC(=O)[C@]1(CC(C)C)N[C@H](c2ccc(-c3ccc(F)cc3)cc2)[C@@H]2C(=O)N(C)C(=O)[C@@H]21	8	6.1	5	2	-4	1	13	-1	2
Cc1nc(C(=O)Nc2ccccc2)sc1C1(C)CC(c2cccnc2)=NO1 (stereo not given)	-14	3.9	-10	-1	-6	3	10	8	12
CC1CN(S(=O)(=O)c2cccc(C(=O)NCC3COc4ccccc4O3)c2)CC(C)O1 (stereo not given)	x	1.2	1	x	x	-3	10	-1	0
CN(C)/C=N/c1nc2nccc(-c3cccnc3)n2n1	5	-0.1	7	2	-1	10	-5	-2	58*
COc1ccc(-c2c3c(=O)n(C)c(=O)n(C)c3cn2NC(C)=O)cc1	-4	2.1	2	-2	1	-3	2	-1	4
Cc1cccnc1NC(=O)c1ccccc1NC(=O)C(C)(C)C	2	-1.5	2	-1	-1	4	3	-3	6
CCOc1ccc(N(CC(=O)N/N=C/c2cccnc2)S(C)(=O)=O)cc1	0	2.5	2	-7	-2	-9	-1	-2	-4
CC1CCCCN1C(=O)COC(=O)/C=C/c1ccc2ccccc2n1 (stereo not given)	0	-2.6	8	-4	0	-1	1	-5	0
CCOC(=O)C1=C(COC(=O)CNC(=O)c2ccc(Cl)cc2Cl)NC(=O)NC1C (stereo not given)	-3	1.1	0	-3	-1	-2	6	-1	0
Going on with the list.
SMILES	HCV core dimer	PP5 primary	proCasp7 act	CTSL1 counter	TPT1 inh	PAFAH2 inh	proCasp3 act	PP1 counter	AHR activator
CC(c1ccco1)N(C(=O)c1cccc(Br)c1)c1ccccn1 (stereo not given)	-22	3.0	-6	3	-3	-15	-1	2	-4
O=C(c1ccc(Br)o1)N1CCN(c2ccccc2F)CC1	-6	0.5	-8	-1	-6	3	3	-3	-1
Cc1ccc(NC(=O)N2CCCC(c3nc(-c4ccc(F)cc4)no3)C2)cc1 (stereo not given)	1	-2.5	-1	6	-5	0	-2	1	14
Cc1cccc(/C=N/c2sc3c(c2C(=O)OC(C)(C)C)CCN(C)C3)c1O	-6	1.7	-5	-13	3	-6	-2	-3	8
COc1ccc(/C=N/NS(=O)(=O)c2ccc(C)cc2)cc1OC(=O)c1ccccc1	22	3.6	-2	-1	0	-1	5	-1	4
CC(=O)O[C@H]1CC(=O)OC(C)(C)C2CC(=O)[C@]3(C)C(CC[C@@](C)([C@@H](O[C@@H]4O[C@H](CO)[C@@H](O)[C@H](O)[C@H]4O)c4ccoc4)[C@@]34O[C@@H]4C(=O)O)[C@]21C (stereo not given in full)	0	2.0	16	-5	-4	-4	4	-1	0
CCc1c(C)nc2ncnn2c1N1CCCC(C(=O)NCc2ccc3c(c2)OCO3)C1 (stereo not given)	-1	-0.2	-7	-1	1	-7	-1	2	5
COC(=O)Cc1ccc(N(Cc2ccccc2F)S(=O)(=O)c2ccc(C)cc2)cc1	5	2.6	14	1	-3	-6	4	8	1
CC(C)[C@H](NC(=O)c1ccccc1)C(=O)OCC(=O)N1CCCc2ccccc21	1	1.8	9	-5	-1	-1	-4	-1	0
Cc1ccc(S(=O)(=O)CC(=O)Nc2nc(C(C)(C)C)cs2)cc1	2	1.6	7	0	-3	5	4	3	-1
CC(C(=O)OCC(=O)N(C)C1(C#N)CCCCC1)N1C(=O)c2ccccc2C1=O (stereo not given)	x	0.5	-1	x	x	6	0	-1	12
CCOC(=O)CC(NC(=O)CCc1c(C)nc2nc(C)nn2c1C)c1ccc(C)cc1 (stereo not given)	-9	1.9	0	1	1	3	-4	0	3

High-throughput results deposited in PubChem BioAssay by The Scripps Research Institute Molecular Screening Center.
